# Source: PubChem (several laboratories)
# ZTA DNA inh: blocks Epstein-Barr virus ZTA, an EBNA-1 counter-screen; P03206; ZTA-DNA binding, fluorescence polarization; inhibition, % at 11 µM; 320,000 tested, 0.15% active; AID 2234; in the data active means inhibition above about 33%
# GLD-1 TGE inh: GLD-1-TGE RNA interaction inhibition (C. elegans); 320,000 tested, 0.44% active; AID 2280; inhibition, % at 5.96 µM; purified GLD-1 + fluorescein TGE RNA, fluorescence polarization;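 active means percent inhibition above a per-plate cutoff, the plate mean of test compounds plus 3 SD, cut at about 30% in these data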;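 further: 0% = DMSO wells with GLD-1 and probe and 100% = wells lacking GLD-1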
# MCL1-BIM inh: inhibitors of human MCL1 binding to BIM-BH3 peptide. Q07820. GST-MCL1 / FITC-Bim-BH3 fluorescence polarization. inhibition, % at 10.9 µM. 320,000 tested, 0.68% active. AID 2057;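 active means inhibition above the mean inhibition of all tested compounds plus 3 SD, set per campaign, cut at about 40% in these data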;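 further: 0% = DMSO wells and 100% = unlabeled Bim-BH3 peptide control; higher means more loss of mP so more displacement of Bim peptide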
# BCLXL inh: Bcl-xL (human) inhibition. Q07817. GST-Bcl-xL / FITC-Bim BH3 peptide fluorescence polarization. inhibition, % at 10.9 µM. 320,000 tested, 0.7% active. AID 2129;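 active means inhibition above the mean of all tested compounds plus 3 SD, cutoff set per campaign, cut at about 30% in these data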;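 further: 0% = DMSO wells and 100% = unlabeled Bim-BH3 peptide competitor; inhibitors lower millipolarization by displacing the labeled peptide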
# Target sequence (Q07817 whole entry, looked up): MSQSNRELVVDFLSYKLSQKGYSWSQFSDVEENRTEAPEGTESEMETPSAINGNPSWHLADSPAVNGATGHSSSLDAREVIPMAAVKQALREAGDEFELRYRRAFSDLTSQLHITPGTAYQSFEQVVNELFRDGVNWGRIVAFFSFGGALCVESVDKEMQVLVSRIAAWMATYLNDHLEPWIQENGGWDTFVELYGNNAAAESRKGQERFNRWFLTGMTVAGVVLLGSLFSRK
# EBNA-1 inhibitor: blocks EBNA-1 binding to DNA | EBNA-1 DNA binding, fluorescence polarization | inhibition, % at 14.8 µM | 300,000 tested, 0.34% active | AID 1950; in the data active means inhibition above about 28%
# Fam108B counter: blocks mouse Fam108B hydrolase in RBBP9 counter-screen. recombinant Fam108B, FP-Rh probe fluorescence polarization. inhibition, % at 9.51 µM. 300,000 tested, 0.33% active. AID 1947;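 active means inhibition above the screen mean inhibition plus 3 SD, computed separately per campaign, cut at about 18% in these data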;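 further: inhibitors lower polarization as less probe binds the enzyme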
# MEX-5 binding: C. elegans MEX-5 TCR-2 RNA binding activity; Q9XUB2; MEX-5/FITC-TCR2 RNA binding, fluorescence polarization; hits give low values; activity score (negative = inhibition of binding), % at 10 µM; 300,000 tested, 0.38% active;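 active means inhibition past about -25% in most replicates, and total fluorescence under double the plate's negative control median, limit read from the data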;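 further: 0% = DMSO and -100% = 5 µM competing unlabeled TCR2 RNA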
# Target sequence (Q9XUB2 whole entry, looked up): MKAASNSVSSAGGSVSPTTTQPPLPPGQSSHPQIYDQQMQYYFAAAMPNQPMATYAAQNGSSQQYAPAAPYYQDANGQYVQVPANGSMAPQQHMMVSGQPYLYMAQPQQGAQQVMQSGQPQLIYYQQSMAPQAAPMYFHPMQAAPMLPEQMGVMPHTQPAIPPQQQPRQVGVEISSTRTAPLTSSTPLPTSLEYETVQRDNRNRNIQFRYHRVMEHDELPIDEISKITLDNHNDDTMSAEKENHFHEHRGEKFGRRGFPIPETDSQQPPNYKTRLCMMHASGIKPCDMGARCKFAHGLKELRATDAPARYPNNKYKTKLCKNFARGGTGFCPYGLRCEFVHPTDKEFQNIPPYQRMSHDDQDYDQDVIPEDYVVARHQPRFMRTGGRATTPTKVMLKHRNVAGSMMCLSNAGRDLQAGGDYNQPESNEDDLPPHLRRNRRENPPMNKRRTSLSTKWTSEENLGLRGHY
# Efflux pump mplx: inhibitors of Candida antifungal efflux pumps expressed in yeast. S. cerevisiae Candida pump triplex, Nile Red efflux. inhibition, % at 10 µM. 330,000 tested, 0.44% active. AID 485275;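 active means plate passing quality check with inhibition over a set limit, or well fluorescence over plate mean plus 4 SD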;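 further: Nile Red retained in pooled yeast measured as flow cytometry median fluorescence; 0% = buffer negative control and 100% = Enniatin B positive control; higher means more Nile Red kept so more efflux inhibition; some compounds called inactive have numbers as strong as hits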
# Yeast superoxide: yeast age-related superoxide inhibition as caloric restriction mimetic; S. cerevisiae aged cells, superoxide DHE fluorescence; hits give low values; superoxide response (% of plate mean), % at 10 µM; 330,000 tested, 0.18% active; AID 2690;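 active means superoxide response under a set limit, about three screen SD below normal, cut at about 65% in these data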;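 further: yeast aged for seven days with compound at 30 °C before DHE staining; 100% = average MFI of all compound-treated wells on the plate with controls excluded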
# Active calls of the source: *; . = no result given. Outcome played no part in choosing rows; 2.3% or so of the library scored in one or more.
SMILES,ZTA DNA inh,GLD-1 TGE inh,MCL1-BIM inh,BCLXL inh,EBNA-1 inhibitor,Fam108B counter,MEX-5 binding,Efflux pump mplx,Yeast superoxide
O=C(CCc1nnc2ccc(N3CCC4(CC3)OCCO4)nn12)NCc1ccccc1Cl,-5,1,-1,0,-15,1,0.5,0.1,91
C=CCn1c(COc2ccccc2C)nnc1SCC(=O)O,8,7,-11,-1,0,-4,-0.6,0.2,108
On1c(-c2ccc(Cl)cc2Cl)nc2ncccc21,7,-2,5,10,5,-4,-1.3,0.4,93
CCC1(C)CC(C(CC(=O)O)c2ccc(C)cc2)CCO1 (stereo not drawn),13,8,7,-2,-2,-4,0.2,0.0,106
CC[n+]1c(/C=C2\C=C(C)CC(C)(C)C2)sc2ccccc21,-17,6,-13,-12,-3,5,1.3,0.0,103
Cc1ccc(CNC(=O)CCC(=O)N2CC(C)Oc3ccccc32)cc1 (stereo not drawn),-9,-1,-5,8,-2,-5,0.4,0.0,101
COc1ccccc1N1CCN(CC(O)c2c(C)[nH]c3ccccc23)CC1 (stereo not drawn),9,-3,7,7,1,-1,-0.8,0.0,100
Cc1ccc(OCc2ccc(C(=O)N3CCCC3)o2)c([N+](=O)[O-])c1,5,1,10,3,8,2,2.0,0.0,100
CCn1c(SCC(=O)N/N=C/c2ccc(C)o2)nnc1-c1ccc(C(C)(C)C)cc1,6,7,8,6,-9,1,1.4,0.0,120
Cc1ccc(S(=O)(=O)N2CCN(C(=O)N3CCCC3)CC2)cc1,-9,2,4,3,-8,5,-1.6,0.1,94
CN(CC(=O)Nc1cccc(F)c1)C(=O)c1cccc(N2C(=O)CCC2=O)c1,2,-1,5,3,.,.,.,0.2,107
c1csc(-c2nn[nH]n2)c1,3,-6,6,8,-15,4,2.7,0.3,113
CCc1cc2cc3c(cc2nc1SCC(=O)N1CCN(C(=O)c2ccco2)CC1)OCO3,15,7,0,3,1,-7,-3.1,0.1,110
COC(=O)c1nnn(-c2nonc2N)c1CSc1ccc(Cl)cc1,-17,2,4,5,5,-5,0.0,0.0,106
CCCNC(=O)OCC12CC3CC(CC(C3)C1)C2,4,5,8,2,-5,0,-0.8,0.1,103
O=[N+]([O-])c1ccc(S(=O)(=O)Nc2cccc(-c3ccc(N4CCOCC4)nn3)c2)cc1,-6,10,4,4,-4,-1,-0.2,0.0,86
COc1cc(NS(=O)(=O)c2cn(C)cn2)cc(OC)c1,8,-4,5,3,-7,0,0.3,-0.2,99
O=C(NCc1ccco1)c1nnc(Cc2ccc(F)cc2)o1,3,4,2,-1,6,0,-5.5,-0.2,88
Cc1cccc(CCNC(=O)C2CCN(S(=O)(=O)c3cccc4cccnc34)CC2)c1,2,-2,6,6,-1,0,.,0.0,102
CN(CC(=O)Nc1ccc(Cl)c(Cl)c1)C(=O)CC1OC(=O)c2ccccc21 (stereo not drawn),-3,5,5,4,-1,-2,3.1,0.0,96
CCc1nnc(NS(=O)(=O)c2ccc(N/C=C/C(=O)c3ccc(C)cc3)cc2)s1,12,-1,-5,2,-1,-4,-0.8,0.0,67
COc1ccccc1CNC(=O)c1ccc2nc(N3CCOCC3)sc2c1,12,4,-4,4,9,1,1.9,0.1,110
O=C(COC(=O)c1cc([N+](=O)[O-])ccc1Cl)NC1CCCC1,16,4,0,4,2,0,-0.6,-0.1,103
CCN(C(=O)COC(=O)c1cccc(NS(=O)(=O)c2ccc(F)c(F)c2)c1)C1CCS(=O)(=O)C1 (stereo not drawn),-7,0,3,8,-7,-7,-0.5,0.2,99
COc1ccc(NC(=O)CSc2n[nH]c(C(C)C)n2)c([N+](=O)[O-])c1,-10,-3,8,-1,-2,4,-0.6,0.1,122
CCC(=O)N(CCc1ccc(OC)c(OC)c1)Cc1cc2ccc(C)cc2n2nnnc12,-5,0,4,0,13,3,-0.5,0.0,102
Cc1cc2cc3c(C)cc(=O)oc3c(C)c2o1,-5,-6,-4,9,1,-1,1.4,0.0,99
COC(=O)c1ccc(C(=O)OC)c(NC(=O)CSCc2ccccc2Br)c1,7,6,-2,3,7,3,-1.8,0.1,104
Cc1n[nH]c(C)c1Sc1ccccc1N=Cc1cc(Cl)cc([N+](=O)[O-])c1O,-2,-1,4,5,13,1,-51*,0.1,142
CCC1CCCCN1Cc1nc2c(c(=O)n(C)c(=O)n2C)n1CCCc1ccccc1 (stereo not drawn),17,9,8,6,8,-3,0.7,-0.1,82
COCCN1Cc2cccc(C(=O)Nc3ccccc3OC)c2C1=O,-18,2,1,5,10,3,3.4,-0.2,91
COc1ccc(CN2CCC(Cc3ccccc3)CC2)cc1OC,-19,7,12,6,-10,0,1.9,-0.1,88
Cn1nc(C(=O)Nc2nc3ccccc3[nH]2)c2ccccc2c1=O,-2,-1,6,6,-3,9,3.2,-0.1,97
O=C1N=c2ccc([N+](=O)[O-])cc2=C1c1sc(=O)[nH]c1O,-12,5,15,14,-1,15,-59*,0.1,121
O=C(O)C1C2C=CC(C2)C1C(=O)N1CCOCC1 (stereo not drawn),-15,5,-3,1,-9,0,1.6,-0.1,101
Cc1noc(C)c1COC(=O)C1CCN(S(=O)(=O)c2ccc(F)cc2)CC1,7,-1,-2,-5,.,.,.,0.4,98
O=C(NC1CCCC1)c1ccccc1OCc1ccccc1,-4,3,-3,2,1,1,-1.7,0.0,108
Cc1ccc(S(=O)(=O)N(Cc2cccc(C)c2)C(=O)N2CCN(C)CC2)cc1,-15,2,-3,2,-18,-1,0.0,0.0,104
COc1ccc(-n2sc3ccc(F)cc3c2=O)cc1,9,4,23,-6,.,.,.,0.0,115
Cc1cc2sc3ccc(C#CC4(O)CCCCC4)cc3c(=O)c2cc1C,12,5,8,5,-2,-12,-2.4,0.3,98
COC(=O)c1ccc(/C=N/Nc2nc(C)c(C)s2)cc1,-9,-2,-11,-9,-12,2,-1.4,0.1,105
Cc1ccccc1OCC(=O)N/N=C/c1ccc(N(C)C)cc1,-3,4,-9,-1,6,0,0.1,-0.2,90
COc1cc(CNC2CCCCC2OC)cc(OC)c1 (stereo not drawn),1,-4,4,9,-8,2,-1.0,0.3,89
O=C(O)COc1ccccc1/C=N/NC(=O)CSc1nc2ccccc2n1Cc1ccccc1,13,2,9,0,0,-1,.,0.0,91
COc1ccccc1-n1cnnc1SCc1csc(-c2ccccc2)n1,-3,-4,4,0,0,-1,.,0.1,102
CCCCCCC(=O)N(O)C1CC(=O)N(Cc2ccccc2)C1=O (stereo not drawn),11,-5,4,4,9,-1,.,0.1,105
CN(C)S(=O)(=O)c1ccc(C(=O)NC2CCCc3ccccc32)cc1 (stereo not drawn),-11,-5,-5,0,8,5,0.0,0.1,98
Cc1ccc(CSC2=Nc3ccccc3C3=NC(CCC(=O)NCc4ccco4)C(=O)N23)cc1 (stereo not drawn),1,5,4,4,-5,6,3.3,0.1,100
COc1ccc(-c2nc(SCC(=O)NCc3ccco3)c(-c3ccccc3)[nH]2)cc1OC,-8,-2,4,4,2,20*,-0.4,-0.1,91
O=C(NNC(=O)c1ccc2nc[nH]c2c1)c1ccccc1,2,2,35,-42,.,.,.,-0.2,86
Cc1ccc(C)c(-c2nnc(NC(=O)CCS(=O)(=O)c3ccc(F)cc3)o2)c1,-10,0,1,-5,-5,-5,-0.3,0.2,105
OCCNc1nc2nonc2nc1NCCO,7,4,7,7,-3,4,1.7,-0.1,89
O=S(=O)(c1cccc2nonc12)N1CCCCCC1,8,-3,-6,-1,2,1,-0.2,0.2,98
O=c1c2cc(-c3ccccc3)sc2nc2n1N=C(c1ccccc1)CS2,9,-3,4,3,4,2,0.4,0.0,101
CCN(CC(=O)Nc1ccc(NC(C)=O)cc1)CC(=O)Nc1ccccc1C(=O)c1ccccc1,7,5,3,-1,-4,-6,-0.3,0.7*,90
C[C@H](/C=C/[C@@]1(O)[C@H](C)C[C@H](O)CC1(C)C)O[C@@H]1O[C@H](CO)[C@@H](O)[C@H](O)[C@H]1O,4,0,2,6,6,-1,0.6,-0.2,84
O=C(O)C1C2C=CC(C2)C1C(=O)N1CCN(C/C=C/c2ccccc2)CC1 (stereo not drawn),4,0,8,7,2,-3,1.8,-0.2,108
COCCCNC(=O)COc1ccc(S(=O)(=O)NCc2ccccc2)cc1Cl,0,-10,-4,-3,-4,2,-0.8,0.2,101
CCC(CC)NC(=O)COC(=O)c1ccc2c(c1)C(=O)N(Cc1ccco1)C2=O,-2,3,5,5,-4,0,-2.3,0.0,100
Cc1cc(C)c2nc(-c3ccccn3)cc(C(=O)NCCc3ccc(S(N)(=O)=O)cc3)c2c1,-19,-7,0,3,-20,-11,-4.4,0.2,99
CC(C)(C)[C@H]1C=C(C(=O)N2CCN(Cc3ccc4c(c3)OCO4)CC2)O[C@@H](OCCCCO)C1,-1,7,6,1,-1,-3,0.2,0.1,95
CCc1nc(SCC(=O)NCCc2ccc(OC)c(OC)c2)c2c(=O)n(C)c(=O)n(C)c2n1,14,3,-1,6,-3,7,0.0,0.0,107
COc1ccc2c(c1)[nH]c1c(N3CCN(Cc4ccc5c(c4)OCO5)CC3)ncnc12,4,4,0,3,7,10,-4.3,0.2,110
